# HT1080 IDH1KD tx – qHTS for induction of synthetic lethality in tumor cells producing 2HG: qHTS for the HT-1080-IDH1KD cell line | HT-1080 IDH1 knockdown viability, ATP luminescence, 48 h | Potency, µM (titrated, usually from 46.1 µM), for the others: at the highest dose activity, negative = toxicity, hits mostly cytotoxic | actives 2% (n = 360,000);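 note: potency is the fitted concentration of half-maximal effect; 0% = DMSO wells and -100% = cell-free medium wells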
#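 Luminescent ATP read-out (CellTiter-Glo, 10 min at room temperature) after 48 h compound exposure at 37 °C gave viability of IDH1-knockdown HT-1080 cells. Activity was normalised to DMSO and cell-free wells, then fitted as concentration-response curves.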
# KB-V1 cytotox – qHTS assay for MDR1-selective chemotherapeutics: Primary screen using the drug-selected MDR subline cells KB-V1; AID 1347076, 2019; Potency, µM (highest dose often 46.1 µM), for the others: at the highest dose activity change, negative = cytotoxicity, usual class: cytotoxic; actives 3.4% (n = 400,000); KB-V1 MDR cells viability, CellTiter-Glo, 72 h; note: potency is the fitted concentration of half-maximal effect; % is set by controls: 0 for no effect and ±100 for the full control effect; nearly all actives have a fitted effect of over 60% in size
#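 KB-V1 cells (P-gp-expressing MDR subline of KB-3-1) in phenol-red-free DMEM with 10% FBS were exposed to library compounds over a concentration series for 72 h at 37 degrees C. Viability read by CellTiter-Glo luminescence; concentration-effect curves fitted after normalization.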
# HT1080-NT tox – qHTS for induction of synthetic lethality in tumor cells producing 2HG: qHTS for the HT-1080-NT fibrosarcoma cell line; HT-1080-NT fibrosarcoma viability, CellTiter-Glo ATP luminescence, 48 h; Potency, µM (titrated, usually from 46.1 µM), for the others: top-dose activity, negative = less viability, actives largely listed as cytotoxic; actives 1.6% (n = 360,000);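 note: NT is the 2HG producing partner of a matched IDH1 knockdown line; potency is the fitted concentration of half-maximal effect; 0% = DMSO-treated cells and -100% = media-only wells without cells; nearly all actives have a fitted effect of over 55% in size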
#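 Fibrosarcoma NT cells, 750 per well in 5% FBS RPMI, were exposed to compound for 48 hours. Viability: CellTiter-Glo luminescence.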
# SW480 rerep – A quantitative high throughput screen for small molecules that induce DNA re-replication in SW480 colon adenocarcinoma cells | SW480 DNA re-replication, Hoechst DNA content imaging, 48 h | Potency, µM (top dose mostly 46.1 µM), for inactives: top-dose re-replication activation, most hits filed as activators | actives 1.8% (n = 340,000); note: potency is the fitted concentration of half-maximal effect; % of control where 0% means no effect; nearly all actives have a fitted effect of over 55% in size
#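 Image-based read-out: total Hoechst fluorescence of nuclei (405 nm excitation, 500-530 nm emission), with hits raising the fraction of high-intensity nuclei. SW480 colon cells incubated 48 hr with compounds at 37 C.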
# D3 ag – qHTS of D3 Dopamine Receptor Agonist: qHTS | D(3) dopamine receptor (Homo sapiens), P35462 | D3R DiscoveRx beta-arrestin cells, luminescence, 90 min | max activation, % | actives 0.58% (n = 410,000) | AID 652048, 2013; in the data active = max activation above about 30%; note: 0% is about no effect; mostly tested at two doses, the higher about 12 µM
#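 Agonist-mode cell screen: cells plated at 1500/well and incubated overnight at 37 °C, then exposed to library compounds for 90 min at 37 °C. Detection reagent was added for 30–60 min at room temperature, and luminescence was read.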
# IL-1B inflam inh – qHTS for Inhibitors of Inflammasome Signaling: IL-1-beta AlphaLISA Primary Screen; THP-1 LPS/ATP IL-1B secretion, AlphaLISA, 16 h; stronger effect = lower value; activity change, % at 57.5 µM; actives 4.7% (n = 360,000); AID 743279, 2014; in the data active = activity change below about -50%; inconclusive = mostly about -30% to -49%; note: % is set by controls: 0 for no effect and ±100 for the full control effect
#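 Secreted IL-1B measured by AlphaLISA bead assay after 16 h compound exposure of THP-1 cells; compounds (final up to 57.5 uM) added 1 h before LPS (250 ng/mL) and ATP (1.25 mM) stimulation; lower signal means less secretion.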
# MCF10A rerep – A quantitative high throughput screen for small molecules that induce DNA re-replication in MCF 10a normal breast cells | MCF 10A DNA re-replication, Hoechst nuclear intensity, 48 h | Potency, µM (series often up to 46.1 µM), inactives show top-dose activity, positive = re-replication, hits mostly activators | actives 2.9% (n = 350,000); note: potency is the fitted concentration of half-maximal effect; % of control where 0% means no effect; nearly all actives have a fitted effect of over 50% in size
# HEK293 tox – qHTS of GLP-1 Receptor Inverse Agonists: Cytotox Screen. Potency, µM (doses to about 38.3 µM), without a hit: top-dose activity change, negative = inhibition, hits mostly inhibitors. HEK293 cAMP-luciferase reporter cells, luminescence, 24 h. actives 0.13% (n = 410,000). AID 624418, 2012;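 note: loss of luciferase light is scored as toxicity; potency is the fitted concentration of half-maximal effect; % is set by controls: 0 for no effect and ±100 for the full control effect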
#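 Here, cytotoxicity is scored as loss of luminescence. The MLSMR collection was tested on cells seeded in medium containing 10% Nu serum, with a 24 hr compound exposure preceded by 12 hours of culture.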
# KB-3-1 cytotox – qHTS assay for MDR1-selective chemotherapeutics: Primary screen using the parental adenocarcinoma cell KB-3-1; KB-3-1 viability, CellTiter-Glo ATP luminescence, 72 h; Potency, µM (highest dose often 46.1 µM), for the others: at the highest dose activity change, negative = cytotoxic, usual class: cytotoxic; actives 1.4% (n = 400,000); AID 1347075, 2019; note: potency is the fitted concentration of half-maximal effect; % is set by controls: 0 for no effect and ±100 for the full control effect; nearly all actives have a fitted effect of over 60% in size
#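 Cytotoxicity in the drug-sensitive parental line KB-3-1 was scored as loss of CellTiter-Glo luminescence following 72 h incubation with compound. Values come from curve fitting of normalized concentration-response data.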
# * = called active by the depositor; i = inactive; ? = inconclusive; . = no result given; [ ] = another dose, or the depositor's remark. Unless noted, calls come from the whole dose curve; as a rule, active = well fitted curve in the direction sought with a large enough effect; inconclusive = small, poorly fitted or top-dose-only effect, or another doubt; inactive = no such curve, though single readings can be large; an effect the other way counts as inactive or inconclusive.
# Values run as follows: D3 ag, KB-3-1 cytotox, SW480 rerep, HT1080 IDH1KD tx, KB-V1 cytotox, HEK293 tox, MCF10A rerep, IL-1B inflam inh, HT1080-NT tox
- Cc1nn(CC(=O)N2CCN(C)CC2)c(=O)c2c1sc1ccccc12
    3, -31%, ?, -6%, -14%, -10%, 6%, -27, 1%
- COc1ccc(C(=O)NCc2nnc(SCC(=O)N3CCCC3)o2)cc1
    0, -1%, -24%, 10%, ?, -3%, 8%, -7, 13%
- CNC(=S)Nc1cc(Cl)ccc1Oc1ccccc1
    2, -12%, -3%, 0%, -21%, -5%, 8%, i, -1%
- CC(NC(=O)c1ccc(Br)o1)c1ccc(-n2ccnc2)cc1 (stereo unspecified)
    -3, -5%, -7%, -15%, -16%, 0%, -9%, -1, -12%
- CN(C)CCNC(=O)Cc1ncc(C(F)(F)F)cc1Cl
    4, -13%, -4%, 3%, 4%, -1%, 10%, 6, 5%
- Cc1cc(C)nc(Nc2cccc(C(F)(F)F)c2)n1
    -5, -2%, 1%, 9%, 18%, 5%, -6%, 14, 20%
- COc1ccccc1N1CCN(C(=O)c2ccccc2N(C)S(=O)(=O)c2ccc(C)cc2)CC1
    3, ., 0%, 6%, ., -8%, ?, 5, -2%
- NS(=O)(=O)c1ccc(NC(=O)CN2CCN(S(=O)(=O)c3cccs3)CC2)cc1
    1, 4%, -66%[inhibitor], 1%, 26%, 6%, -1%, 19, 4%
- CCOc1ccc(N(CC)C(=O)c2cc3c(=O)oc4ccccc4c3s2)cc1
    5, 18%, ., ., 0%, -1%, ., ., .
- CCOc1ccccc1/C=N/NC(=O)c1cccc(S(=O)(=O)N(CC)CC)c1
    1, 10%, -40%[inhibitor], 13%, -11%, 4%, 7%, -1, 6%
- O=C(O)COc1ccccc1C1Nc2ccccc2-c2nnc(SCc3ccc(Cl)cc3)nc2O1 (stereo unspecified)
    -1, -4%, ., ., 0%, 1%, ., ., .
- Cc1ccc(/C=N/n2c(COc3ccccc3)n[nH]c2=S)cc1
    3, -5%, -15%, 9%, ?, -26%, -2%, 0, 8%
- Cc1c(C(=O)NCc2ccc(F)cc2)oc2ccc(S(=O)(=O)N3CCCCC3)cc12
    -6, ?, ., ., ?, 3%, ., ., .
- O=C(CN1CCN(C(=O)c2ccco2)CC1)Nc1ccccc1-c1ccccc1
    -2, 1%, -6%, -3%, -7%, -11%, 9%, 13, -4%
- O=C(CN1C(=O)/C(=C\c2ccc(C(F)(F)F)cc2)Sc2ccccc21)NCc1ccco1
    24, 5%, ?, ?, 0%, 17%, ?, 0, -11%
- CCN1CCN(C(=O)c2cc3c(=O)n4ccccc4nc3s2)CC1
    -8, 1%, 1%, 0%, -29%, 130%[activator], -2%, 20, 0%
- CCc1ccccc1NC(=O)CSc1ncc2c(n1)-c1ccccc1N(Cc1ccc(C)cc1)S2(=O)=O
    0, 2%, ., ., -9%, 1%, ., ., .
- CCOC(=O)C1(Cc2ccccc2C)CCCN(C(=O)CCC(=O)OC)C1 (stereo unspecified)
    2, 12%, -15%, -1%, 10%, 4%, 18%, 14, 10%
- O=[N+]([O-])c1cc(Cl)cc(/C=N/n2cnnc2)c1O
    -12, -1%, -2%, -14%, -12%, -2%[7.66 µM], 12%, -1, 2%
- Cc1nc2ccc(N3C(=O)CCC3=O)cc2[nH]1
    1, 9%, -3%, 15%, 5%, 1%, 2%, 31, 14%
- CCOC(=O)Cn1cnc2c(nnn2-c2cccc(OC)c2)c1=O
    3, 2%, -1%, 12%, 7%, 8%, -2%, -21, 12%
- Cc1cccc(N(CC(=O)NCc2ccc(F)cc2)C(=O)c2csnn2)c1C
    1, -2%, -1%, -1%, 0%, -14%, -1%, 19, 0%
- COc1ccc(-c2c(-c3cc(OC)cc(OC)c3)n(C)c3ccc(-c4cnc(OC)nc4)cc23)cc1
    -5, -4%, 12%, 0%, 0%, 12%, -3%, -2, -3%
- CCOc1ccccc1C(=O)NC1(C(F)(F)F)NC(=O)N(CCc2ccc(OC)c(OC)c2)C1=O (stereo unspecified)
    8, -11%, ., ., ?, -9%, ., ., .
- COc1ccc([C@H]2C[C@@H](O)[C@H](n3cc(COC(=O)c4ccccc4)nn3)CN2C(=O)C2CCCCC2)cc1
    -2, 10%, ., 4%, ?, 2%, ., 1, 4%
- O=C(/C=C/c1ccco1)NCC(=O)N/N=C/c1ccc([N+](=O)[O-])cc1
    4, 0%, -28%, 0%, 24%, 5%, -1%, 18, 0%
- O=C(NC1CC2CCC1C2)C1COc2ccccc2O1 (stereo unspecified)
    2, 18%, 4%, 2%, 10%, -14%, 22%, -14, 7%
- COC(=O)CCc1c(COC(C)=O)[nH]c(C(=O)OCc2ccccc2)c1C
    -2, ?, ?, -1%, 26%, -7%, ?, 14, 0%
- O=C(CN1C(=O)c2ccccc2S1(=O)=O)c1ccc2c(c1)OCCO2
    -8, -12%, 0%, -3%, 17%, 2%, 16%, -16, -4%
- O=C(NCc1ccc(F)cc1)c1ccc(S(=O)(=O)N2CCCC2)cc1
    6, -2%, ., 5%, ?, -7%, ., -11, -2%
- COc1ccc(S(=O)(=O)CCC(=O)Nc2c(C)n(C)n(-c3ccccc3)c2=O)cc1
    0, -1%, 9%, -1%, -14%, 16%, 0%, -22, 0%
- Cc1ccc(-n2nc3c(c2NC(=O)c2c(-c4ccccc4Cl)noc2C)CS(=O)(=O)C3)c(C)c1
    -2, 2%, 0%, 4%, 12µM*, -18%, 0%, -2, 12%
- CN(C)S(=O)(=O)c1ccc(C(=O)NC2CC(=O)N(c3ccc4c(c3)OCCO4)C2)cc1 (stereo unspecified)
    -6, -4%, ., ., ?, -4%, ., ., .
- COc1ccc(NC(=O)c2cccc(N3C(=O)C4C5C=CC(C6CC56)C4C3=O)c2)c(OC)c1 (stereo unspecified)
    1, -3%, -2%, -2%, -23%, 4%, 1%, -8, 0%
- Cc1ccc(Cc2c(-c3ccc(Cl)cc3)nc3c(C)cc(Br)cn23)cc1
    -9, ?, ., 16µM*, -23%, -27%, ., 81, ?
- Cc1cccc([N+](=O)[O-])c1NC(=O)COC(=O)C1CCCO1 (stereo unspecified)
    0, -3%, -11%, 5%, 29%, -3%, -8%, 1, 2%[9.24 µM]
- COC(=O)c1ccc(SC)cn1
    5, 3%, -45%[inhibitor], 16%, 8%, -3%, 0%, 0, 20%
- OC(c1ccc(F)c(F)c1)c1nc(-c2cc(F)cc(F)c2)cs1 (stereo unspecified)
    15, 0%, ., -23%, 25%, -12%, ., -8, ?
- O=C(CN(Cc1ccco1)C(=O)CNS(=O)(=O)c1ccc(Cl)cc1)NCC1CCCO1 (stereo unspecified)
    9, -16%, 4%, 15%, 17%, -12%, -9%, -7, 9%
- CCC(=O)N1N=C(c2ccc(NS(=O)(=O)c3ccccc3)cc2)CC1c1ccco1 (stereo unspecified)
    0, ?, -7%, 0%, -15%, -5%, 26%, -6, -22%
- O=C(CN1CCC(C(=O)c2ccc(Cl)cc2)CC1)Nc1ccc2c(c1)OCCO2
    -27, ?, -9%, ?, 9.2µM*, -27%, 22%, -18, ?
- Cc1ccnc(Nc2nc(-c3ccc(Cl)cc3)cs2)c1
    -7, -20%, 8%[1.84 µM], 5%, 0%, 0%, ?, 5, -8%
- O=C(CN(Cc1ccco1)S(=O)(=O)c1ccccc1)N/N=C/c1cccc(O)c1
    1, -1%, -2%, -3%, -5%, 19%, -2%, -7, 1%
- CCc1ccc(NC(=O)c2ccc(OC)c([N+](=O)[O-])c2)cc1
    -5, 8%, -87%[inhibitor], 10%, 15µM*, -10%, -7%, -8, 21%
- CC(=O)Nc1ccc(N2CC(C)(C)C2=O)cc1
    -2, 7%, -5%, 6%, 2%, 17%, 2%, -3, 0%
- CCc1ccccc1NC(=S)N(CCCN1CCOCC1)Cc1ccccn1
    -3, 7%, -3%, 20%, ?, 3%, 10%, -7, 15%
- Cc1cc(=O)n(C2CCS(=O)(=O)C2)[nH]1 (stereo unspecified)
    6, 4%, -6%, 4%, 18%, 6%, ?, 8, 11%
- CCCCNC(=O)[C@@H]1CC=C[C@@H]2CCN(Cc3ccc(Cl)c(Cl)c3)C(=O)[C@@H]21
    0, ?, 1%, -9%, ?, 0%, -2%, -7, 19%
- O=C(O)c1cccc(S(=O)(=O)NCCC(c2ccccc2)c2ccccc2)c1
    -7, 2%, 2%, -16%, -15%, -2%[7.66 µM], -2%, 14, -3%
- Cc1csc(SCC(=O)Nc2cccc3nsnc23)n1
    1, 0%, 0%, -6%, ?, 105%[activator], 0%, -13, -6%
- O=c1cc(CO)oc(C(Nc2ccccn2)c2ccccc2Cl)c1O (stereo unspecified)
    2, 15%, 5%, 13%, 5%, 5%, 9%, -11, 0%
- COc1ccc2c(c1)c(=O)c(S(=O)(=O)c1ccc(C)c(C)c1)cn2CC(=O)Nc1ccccc1
    -7, -7%, ., ., 5%, 4%, ., ., .
- O=S(=O)(c1ccc(F)cc1)N1CCN(c2ccc(-c3ccccc3)nn2)CC1
    2, -2%, 0%, 0%, 7%, 6%, 15%, 4, 10%
- CC(C)Cc1ccc(S(=O)(=O)Nc2cc3c(cc2N2CCOCC2)n(C)c(=O)c(=O)n3C)cc1
    0, 2%, ., ., 3%, -3%, ., ., .

# Quoted from the listing.
# Reading of CN(C)S(=O)(=O)c1ccc(C(=O)NC2CC(=O)N(c3ccc4c(c3)OCCO4)C2)cc1 (stereo unspecified) in KB-3-1 cytotox: -4%
# Reading of COC(=O)c1ccc(SC)cn1 in HEK293 tox: -3%

# High-throughput results from PubChem.

# Rows were taken by chance; 11% or so of the library scored in one or more.
